Assay outcomes (PubChem)
Pf growth 48h = P. falciparum growth inhibition at 48 hours (one generation); P. falciparum luciferase growth in erythrocytes, 48 h; Potency, µM (titrated, usually from 28.7 µM), without a hit: top-dose activity change, negative = inhibition, actives largely listed as inhibitors; 5.9% of 310,000 active; note: potency is the fitted concentration of half-maximal effect; % is set by controls: 0 for no effect and ±100 for the full control effect
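Here the parasites carry a stable luciferase gene and grow inside erythrocytes in Albumax-based RPMI medium with compound for one erythrocytic cycle. Activity is scored as loss of luminescent signal.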
Shiga toxin inh = Shiga toxin inhibition. Vero cells, Shiga toxin protein synthesis inhibition reporter. inhibition, % at 38.7 µM. AID 2315. 9.2% of 290,000 active; in the data active = inhibition mostly above about 28%, no sharp cut-off; inactive = mostly below about 43%; note: 0% is about no effect
Pf growth 96h = P. falciparum growth inhibition at 96 hours; P. falciparum luciferase reporter growth, 96 h; Potency, µM (series often up to 28.7 µM), for inactives: at the top dose activity change, negative = inhibition, hits mostly inhibitors; 6.9% of 320,000 active; AID 504834; note: potency is the fitted concentration of half-maximal effect; % is set by controls: 0 for no effect and ±100 for the full control effect
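Readout is luminescence from an integrated firefly luciferase in P. falciparum. Red cells, 2% hematocrit and 0.05% parasitemia final, were cultured with compound through two parasite generations (96 hours) at 37 C, 5% CO2.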
CHX counter = counter-screen hit for Shiga toxin inhibitors, cycloheximide; max response, %; AID 2314; 12% of 300,000 active; cell reporter, cycloheximide protein synthesis inhibition counterscreen; in the data active = max response mostly above about 13%, no sharp cut-off; inactive = mostly below about 14%; note: read at 38.3 µM for the half of the compounds with a filed dose; 0% is about no effect
FBPA Giardia inh = blocks Giardia fructose-bisphosphate aldolase activity | A8B2U2 | purified Giardia FBPA | Potency, µM (top dose mostly 59.6 µM), inactives show at the highest dose activity, negative = inhibition, usual class: inhibitors | 0.71% of 290,000 active | AID 2451; note: potency is the fitted concentration of half-maximal effect; % is set by controls: 0 for no effect and ±100 for the full control effect; nearly all actives have a fitted effect of over 55% in size
Target sequence (A8B2U2 whole entry, looked up): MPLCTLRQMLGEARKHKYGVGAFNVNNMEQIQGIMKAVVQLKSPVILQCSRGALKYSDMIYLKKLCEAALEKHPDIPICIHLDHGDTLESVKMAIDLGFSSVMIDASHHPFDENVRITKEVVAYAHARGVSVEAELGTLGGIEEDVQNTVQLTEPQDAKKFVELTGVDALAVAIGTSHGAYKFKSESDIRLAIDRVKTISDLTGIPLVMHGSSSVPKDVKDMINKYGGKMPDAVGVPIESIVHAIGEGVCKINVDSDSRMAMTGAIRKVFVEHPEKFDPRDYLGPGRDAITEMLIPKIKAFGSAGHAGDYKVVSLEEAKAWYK
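Giardia FBPA (40 nM reagent) was preincubated 10 min at RT with compound (up to 57.5 uM final), then substrate plus GAPDH/TPI/NAD/arsenate coupling system with diaphorase/resazurin was added; resorufin fluorescence (525/598 nm) was read after 20 min.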
HCV inh = HCV inhibition; 3.4% of 340,000 active; Huh7.5.1 HCVcc-Cre infection, luciferase reporter, 44 h; Potency, µM (doses to about 41.8 µM), without a hit: top-dose activity change, negative = inhibition, usual class: inhibitors; note: potency is the fitted concentration of half-maximal effect; % is set by controls: 0 for no effect and ±100 for the full control effect
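Reporter virus HCVcc-Cre (~0.5 moi) infects cells exposed to compound; seeding density 1,000 cells/well with 4 h settling beforehand. Luminescence, 15 sec read, taken 44 h post-infection following a 15 min RT substrate incubation.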
Numbers without * were called inactive; ? = inconclusive; / = no result given; [ ] = remark or other dose. Unless noted, calls come from the whole dose curve; as a rule, active = well fitted curve in the direction sought with a large enough effect; inconclusive = small, poorly fitted or top-dose-only effect, or another doubt; inactive = no such curve, though single readings can be large; an effect the other way counts as inactive or inconclusive.

Molecule,CHX counter,FBPA Giardia inh,Shiga toxin inh,Pf growth 48h,Pf growth 96h,HCV inh
COc1ccc(S(=O)(=O)n2cnc3cc(C)c(C)cc32)cc1C,-1.8,-16.2%,-4.2,21.4%,/,?
COc1ccc(-c2cc(=O)[nH]c(N3CCN(Cc4ccccc4)CC3)n2)cc1,0.5,11.6%,-10.2,0.0%,?,13.8%
Cc1cccc2nc(COc3ccc4ccccc4c3Br)cn12,46.0*,-3.8%,48.4*,330.2%[activator],192.7%[activator],-26.0%
COCCn1c(Cc2ccccc2)nnc1SCC(=O)N1CCOCC1,-0.5,-3.5%,18.2,-8.0%,55.1%[activator],-3.4%
O=C(CCCn1c(=O)oc2ccccc21)Nc1ccccc1,/,/,/,-23.3%,-5.1%,11.6%
O=C(Nc1ccccc1N1CCOCC1)c1cc(-c2ccncc2)nc2ccccc12,1.4,-0.3%,28.9,?,8.28µM*,?
O=C(NCCCN1CCCC1=O)c1cc2ccccc2o1,/,/,/,24.2%,8.8%,16.3%
CCCCNc1nnc(SCC(=O)c2c[nH]c3ccccc23)s1,-5.1,2.3%,-2.1,10.4µM*,8.28µM*,-12.9%
O=C(NCCOc1ccccc1)c1cc(C(=O)NCCOc2ccccc2)cc([N+](=O)[O-])c1,-1.5,1.4%,10.0,11.7µM*,?,?
CCOC(=O)c1c2ccccc2[n+]([O-])n1CCO,/,/,/,-8.5%,88.8%[activator],-7.9%
CCOC(=O)c1c(N)sc2c1CCC1C(=O)N(C3CCCCC3)C(=O)C21 (stereo unspecified),32.2*,-17.2%,48.6,13.1µM*,14.7µM*,?
CCOC(=O)C1=C(c2ccccc2)O/C(=C(\C(=O)OC)C(F)(F)F)S1,0.4,1.6%,-4.1,/,9.28µM*,-17.0%
O=C(c1ccc(Br)cc1)c1cc(-c2ccccn2)c(N2CCOCC2)s1,-3.0,-2.2%,4.8,?,62.5%[activator],?
COc1ccccc1NC(=O)NCCCCc1ccccc1,10.1,0.1%,21.9,?,?,-8.8%
Cn1c(SCC(=O)N2CCc3ccccc3C2)nnc1-c1ccncc1,-1.7,4.6%,12.7,?,?,9.3%
CC(C)(C)OC(=O)NCCc1nnc(SCC(=O)Nc2cccc(Cl)c2)o1,-2.1,-4.4%,-4.0,26.7%,18.2%,-0.4%
Cc1ccc(S(=O)(=O)N(Cc2ccc(Cl)cc2)c2ccccc2C(=O)NCc2ccco2)cc1,32.6*,-0.3%,43.7*,6.57µM*,-20.2%,?
CCNC(=S)Nc1cc(-c2ccc(Cl)cc2)[nH]n1,23.6*,-9.1%,7.7,31.8%[activator],51.2%[activator],?
COc1ccccc1C(=O)NCC(=O)N=Nc1c(O)n(C(C)C)c2ccccc12,-4.3,-14.2%,-3.6,7.3%,28.5%,?
COc1ccc2c(c1)c(CC(=O)Nc1nnc(C3CC3)s1)c(C)n2C(=O)c1ccc(Cl)cc1,8.1,-1.6%,-7.0,?,?,13.9%
COc1ccc(NC(=O)NNS(=O)(=O)c2ccc(OC)c(OC)c2)c(OC)c1,-0.4,-4.4%,6.6,34.4%[activator],-25.7%,19.4%
CN(C)c1ccc(/C=C2/C(=O)NC(=O)N(Cc3ccco3)C2=O)cc1,-3.0,0.4%,-9.7,11.1%,?,8.3%
O=C(Nc1ccc(F)cc1)c1nc[nH]c1C(=O)O,-5.7,1.7%,-4.9,30.2%[activator],-12.0%,12.0%
Cc1cc(NC2CCCC2)n2nc(C)c(-c3ccccc3)c2n1,28.5*,8.3%,38.0,?,?,?
Cc1ccc(N(C(=O)NC2CCCCC2)C2=NCCCCC2)cc1,-1.4,5.2%,-14.1,45.2%[activator],31.1%[activator],3.3%
CCN1C(=O)CC(C(=O)OC)=C1C,-3.2,-4.6%,-6.0,16.3%,24.6%,11.5%
CC(C)Cn1c(N)c(C(=O)COC(=O)C2CCCN2C(=O)c2cccs2)c(=O)n(C)c1=O (stereo unspecified),/,/,/,8.2%,2.5%,10.3%
Cc1nnc(NC(=O)CCS(=O)(=O)c2ccccc2)s1,-2.4,5.6%,2.6,?,9.5%,-22.6%
CC(C)C(=O)Nc1ccc(S(=O)(=O)N2CCC(c3nc4ccccc4[nH]3)CC2)cc1,/,/,/,?,?,?
COc1ccc(-c2nn(-c3ccccc3)cc2C(=O)N(C)CC(=O)Nc2ccc(N3CCOCC3)cc2)cc1,/,/,/,?,6.5%,13.7%
N/C(=N\OC(=O)c1cccs1)c1ccccc1,35.3*,-5.8%,80.2*,148.6%[activator],?,4.0%
C/C(=N\NC(=O)c1cccc(Cl)c1)c1cccc(NC(=O)C(C)C)c1,30.4*,-0.7%,46.1*,-9.7%,?,?
CC1(C)CCCC2=C1CC1C(=O)N(N)C(=O)C1C2 (stereo unspecified),-1.3,3.3%,-1.9,38.0%[activator],-0.9%,10.8%
CN(C)c1ccc([N+](=O)[O-])cc1C(=O)NCC(c1ccco1)N(C)C (stereo unspecified),-3.6,4.1%,2.1,13.2%,11.4%,11.9%
CC(C)(C)c1csc(NC(=O)C2=COCCO2)n1,/,/,/,203.3%[activator],160.6%[activator],-9.6%
COc1cccc(OCC(O)CN(CCO)Cc2ccccc2)c1 (stereo unspecified),-3.4,-1.3%,-12.9,53.9%[activator],0.4%,-3.5%
COc1ccc2c(c1)CC/C(=C\c1ccc(OC)c(Cn3cccn3)c1)C2=O,25.9,-16.7%,23.3,/,/,?
COc1ccccc1N1CCN(/N=C(\C)c2ccccc2O)CC1,32.5*,8.7%,33.7*,26.4%,-26.1%,5.1%
O=C(COC(=O)CNC(=O)c1ccccc1)Nc1nc(-c2ccccc2)cs1,24.6*,0.0%,39.7,69.3%[activator],-38.8%,6.1%
CCN(c1ccccc1)c1nc2ccsc2c(=O)s1,23.0*,-1.9%,25.4,19.2%,6.2%,-10.1%
O=C(COC(=O)C12CC3CC(CC(C3)C1)C2)N1CCN(S(=O)(=O)c2ccccc2)CC1,-3.9,-2.5%,-17.7,?,/,-3.8%
CCc1nc2sc3c(O)cc(=O)[nH]c3c2cc1C,-8.5,3.8%,-12.3,14.3%,?,1.8%
Cc1ccc(C(=O)NS(=O)(=O)c2ccc(N=NN(C)C)cc2)cc1,4.9,-1.5%,-1.7,9.4%,?,-20.7%
CCOc1ccc(C(C)NC(=O)c2cccc(F)c2)cc1 (stereo unspecified),-1.1,4.7%,-5.1,-2.4%,-2.9%,5.4%
CCCCNS(=O)(=O)c1ccc2nc(-c3cccnc3)cc(C(=O)NCCOC)c2c1,-2.5,6.4%,-13.0,0.9%,3.9%,11.2%
CC(CN1CCOCC1)OC(=O)c1cccc(Cl)c1 (stereo unspecified),11.6,-16.4%,-8.3,-9.3%,-21.8%,-6.1%
CC(C)c1ccccc1NC(=S)NC(C)c1ccccc1 (stereo unspecified),1.2,5.7%,-16.3,?,?,-16.0%
O=C(Nc1nc(-c2ccco2)cs1)c1ccccc1,31.7*,-13.1%,36.2,/,84.3%[activator],-7.1%
COc1ccc(S(=O)(=O)Nc2ccc(Oc3ccsc3C(=O)O)cc2)cc1,1.6,3.4%,-7.6,/,-3.4%,3.7%
CSc1ccc(CN(C)C(C)C(=O)NCC2CCCCC2)cc1 (stereo unspecified),2.2,4.2%,52.8,?,-11.1%,1.5%

Reprinted from the part before: 5 compounds, then new ones.
Molecule,CHX counter,FBPA Giardia inh,Shiga toxin inh,Pf growth 48h,Pf growth 96h,HCV inh
CC(CN1CCOCC1)OC(=O)c1cccc(Cl)c1 (stereo unspecified),11.6,-16.4%,-8.3,-9.3%,-21.8%,-6.1%
CC(C)c1ccccc1NC(=S)NC(C)c1ccccc1 (stereo unspecified),1.2,5.7%,-16.3,?,?,-16.0%
O=C(Nc1nc(-c2ccco2)cs1)c1ccccc1,31.7*,-13.1%,36.2,/,84.3%[activator],-7.1%
COc1ccc(S(=O)(=O)Nc2ccc(Oc3ccsc3C(=O)O)cc2)cc1,1.6,3.4%,-7.6,/,-3.4%,3.7%
CSc1ccc(CN(C)C(C)C(=O)NCC2CCCCC2)cc1 (stereo unspecified),2.2,4.2%,52.8,?,-11.1%,1.5%
NCCc1nnc(SCc2ccccc2)o1,-5.9,-0.7%,-21.2,10.9%,/,0.3%
Oc1cccc2nc3ccccc3nc12,20.9*,17.7µM*,43.7,?,11.7µM*,?
CSCCC(NC(=O)c1ccco1)C(=O)N1CCN(C(c2ccccc2)c2ccccc2)CC1 (stereo unspecified),/,/,/,8.28µM*,2.08µM*,?
CNC(=O)Cc1nc2ccccc2n1CC(=O)Nc1cc(C)cc(C)c1,-3.9,-0.4%,32.5,5.1%,?,9.6%
CSCCC(NS(=O)(=O)c1ccc(C)cc1)C(=O)N1CCCC1 (stereo unspecified),-1.0,8.1%,-8.9,17.4%,24.8%,14.3%
O=C(CC1C(=O)NCCN1Cc1cccc(C(F)(F)F)c1)NC1CCOCC1 (stereo unspecified),-2.0,/,-6.9,1.3%,59.5%[activator],/
Cc1ccc(SCC(=O)NC2CCS(=O)(=O)C2)cc1C (stereo unspecified),/,/,/,-11.6%,-15.0%,?
COc1cc(OC)cc(C(=O)NC2CCN(CCCOc3ccccc3)CC2)c1,-3.8,2.7%,-5.9,?,?,-18.5%
COc1ccc(-c2n(Cc3ccccc3)c3ccccc3[n+]2Cc2ccccc2)cc1,1.2,-4.9%,-5.9,0.37µM*,?,?
O=C(Nc1ccccc1F)C1C2C=CC3(O2)C1C(=O)N(c1cccnc1)C3C(=O)NC1CCCCC1 (stereo unspecified),41.8*,-0.2%,68.8,21.1%,13.1µM*,15.2%
COc1ccccc1Cc1nc2ccccc2n1S(=O)(=O)c1ccc(Cl)cc1,-0.5,-21.4%,-3.0,0.3%,?,25.2%
Cn1cc(S(=O)(=O)NCc2ccc(F)cc2)c(=O)n(C)c1=O,2.9,/,-5.5,2.9%,?,20.6%
O=C(CSc1nnc(-c2ccncc2)o1)NC1CCCCC1,-3.1,1.6%,-18.7,14.3%,20.6%,16.6%
O=C1CC(c2cccs2)c2cc3c(cc2N1)OCO3 (stereo unspecified),-1.6,-5.1%,13.7,?,?,10.2%
Cc1nn(CC(=O)NNC(=O)c2cccc(Br)c2)c(C)c1[N+](=O)[O-],-0.6,-4.8%,7.7,-3.9%,12.5%,0.0%
Cc1cccc(C)c1NC(=O)CN(C)C(=O)c1cc(S(=O)(=O)N(C)C)ccc1N1CCCC1,/,/,/,?,?,-0.6%
Cc1cccc(C)c1NC(=O)CNC(=O)C(C)N1CCCCC1 (stereo unspecified),/,/,/,?,-16.2%,-13.6%
Cc1ccc(OCCC(=O)OCC(=O)Nc2ccc(N3CCOCC3)cc2)cc1,/,/,/,5.9%,5.9%,5.6%
c1ccc2c3c([nH]c2c1)-c1[nH]ncc1CC3,13.9,-4.9%,52.8,-29.2%,?,-28.0%
COc1ccc(NC(=O)CN(C)C(=O)c2oc3ccccc3c2C)cc1,14.7,-1.3%,26.2,?,3.7µM*,-26.1%
CN1C(=O)CSc2ccc(NC(=O)Nc3ccccn3)cc21,50.4*,0.1%,39.4,/,38.7%[activator],-18.5%
COc1ccc(N(C(=O)c2snc(C(N)=O)c2N)C(C(=O)NC2CCCC2)c2cc(OC)ccc2OC)cc1 (stereo unspecified),-1.3,-6.1%,-8.1,?,?,?
